# High-throughput results deposited in PubChem BioAssay by Broad Institute.
# Cneo AK release: Cryptococcus neoformans lysis via adenylate kinase release; C. neoformans lysis, adenylate kinase release luminescence, 4 h; normalised: neutral wells 0, clomiphene wells 100; lysis activity, % at 15 µM; AID 651654; 0.2% of 360,000 active;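 active means mean lysis activity across replicates of at least 80%, whatever share of replicates individually reach that level; inactive means mean lysis activity below 80%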
#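 Assay system: C. neoformans cells. Amount: yeast cell density of 5 × 10^6 cells/mL. Technique: AK luminescence. Buffer or medium: YPD. Times: static 4 h at 37 °C with compound, 1 h detection. Dosing: single-point compound dose. Read-out: lysis from increased AK signal.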
# miR122 inh: inhibitors of miR-122 in Huh7 cells | Huh7 miR-122 Renilla luciferase sensor, 48 h; neutral wells = 0, positive control = 100 | activation (reporter increase), % at 12.5 µM | 0.3% of 340,000 active;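 active means mean replicate activation score at least 90 and every replicate individually at or above 90; inconclusive means only one of the two criteria met; inactive means neither criterion met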;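 further: higher luciferase means less miR-122 activity so hits act as miR-122 inhibitors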
# LGR2 antag: inhibitors of bursicon-induced Drosophila LGR2 receptor cAMP signaling. HEK293 LGR2, CRE-luciferase, bursicon-stimulated, 4 h. inhibition, % at 9.99 µM. 0.35% of 380,000 active. AID 720647;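 active means drop in luminescence signal, shown as inhibition above about 50% in the replicate tests, limit read from the data, passing the limit was not always enough; inconclusive means probably only some replicates passing the limit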;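 further: agonist challenge used bursicon conditioned medium at about half maximal strength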
# PAX8 reporter: PAX8 transcriptional activity inhibition; RMG-I TPO-luciferase reporter, SteadyGlo, 24 h; inhibition, % at 12.6 µM; 1.2% of 360,000 active;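 active means mean replicate inhibition at least 60% with every replicate also reaching 60%; inconclusive means only one of the two criteria is met; inactive means mean below 60% and not all replicates reaching 60%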;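 further: luciferase light reporting Pax8 driven TPO promoter activity; plate controls were median of neutral control wells for no effect and mitoxantrone controls for full effect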
# FN deposition inh: fibronectin deposition inhibition; AH1F fibroblasts, Alexa488-fibronectin deposition fluorescence, overnight; inhibition, % at 12.6 µM; 0.086% of 350,000 active;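 active means mean inhibition across replicates of 30% or more, regardless of how many single replicates reach that level; inconclusive means mean under 30% yet at least half of replicates reach 30%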;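 further: positive control wells lacked labelled fibronectin entirely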
#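 Test system: AH1F fibroblast monolayer depositing Alexa488-labelled fibronectin into matrix. Input: 10000 cells per well. Technique: fluorescence, ex 485 nm, em 525 nm. Buffer or medium: DMEM plus 2% serum, read in PBS. Timing: 1 h cell adhesion before compound, then overnight fibronectin incubation. Compound: single dose, pinned. Read-out basis: inhibition from reduced deposited-fibronectin fluorescence.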
# Casp6 inh: caspase-6 (human) enzyme inhibition; purified caspase-6, Z-VEID-R110 cleavage fluorescence; AID 686996; 0.53% of 350,000 active; P55212; inhibition, % at 12.5 µM;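 active means mean inhibition across replicates at least about 35%, with every replicate also reaching that limit, limit read from the data; inconclusive means only one of the two criteria met; inactive means neither criterion met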;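 further: 0% = median of neutral control wells and 100% = no fluorescence left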
# Target sequence (P55212 24-179 limits assumed): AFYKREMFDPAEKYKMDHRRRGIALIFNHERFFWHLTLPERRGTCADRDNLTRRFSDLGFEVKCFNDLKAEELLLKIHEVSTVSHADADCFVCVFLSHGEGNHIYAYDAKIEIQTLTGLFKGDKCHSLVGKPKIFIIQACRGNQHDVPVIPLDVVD
# Target sequence (P55212 194-293 limits assumed): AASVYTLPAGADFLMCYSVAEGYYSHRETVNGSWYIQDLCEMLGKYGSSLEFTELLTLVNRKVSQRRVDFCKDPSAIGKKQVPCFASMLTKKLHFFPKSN
# EWS-Fli inh: inhibitors of EWS/Fli oncoprotein transcriptional activity; A673 NR0B1-luciferase reporter, viability-normalised; inhibition, % at 12.6 µM; 0.67% of 350,000 active; AID 651661;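 active means mean inhibition of at least 50% after viability correction, with every replicate also passing that limit; inconclusive means mean reaches 50% but only one of two replicates passes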;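 further: firefly luciferase signal divided by Alamar Blue viability fluorescence both relative to DMSO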
# PGC1a acetyl inh: lowers PGC1a acetylation signal in U2OS cells. AID 651687. AlphaScreen anti-acetyl-lysine; with virally co-expressed GCN5 acetyltransferase. 0.17% of 350,000 active. inhibition, % at 15.6 µM;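 active means every replicate shows inhibition of at least 40%; inconclusive means mean inhibition at least 40% but some replicate below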;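 further: 0% = neutral control wells and 100% = positive control wells; some results beyond the cut were filed as inactive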
# Starred values were filed as active, the others as inactive; ? = inconclusive; · = not tested or not shown; [ ] = remark or other dose.
SMILES,Cneo AK release,miR122 inh,LGR2 antag,PAX8 reporter,FN deposition inh,Casp6 inh,EWS-Fli inh,PGC1a acetyl inh
COC(=O)[C@H](CCSC)NC(=O)c1cc2c(cn1)[nH]c1ccccc12,0,-20,0,5,-5,-1,5,5
Cc1cc(N2CCN(C3CCCCC3)CC2)nc2cccc(O)c12,-4,-6,·,-14,-6,-1,-18,-14
CCS(=O)(=O)N1Cc2ccccc2CC1C(=O)Nc1cccc(S(=O)(=O)N(C)C)c1 (centres undefined),-1,5,-20,-25,-8,2,-11,5
O=C1C=CC2(O[C@H](c3ccccc3)[C@@H](c3ccccc3)O2)[C@H](Sc2ccccc2O)C1,·,·,99*,35,45*,7,68*,·
CSCCC(NC(=O)c1ccccc1Br)C(=O)NCCCn1nc(C)cc1C (centres undefined),·,-3,11,33,3,0,4,12
CNC[C@H]1Oc2ccc(NS(=O)(=O)c3ccccc3)cc2CC(=O)N([C@@H](C)CO)C[C@H]1C,-2,42[16.7 µM],-11,-2,·,-2,·,3
Cc1cc(NC(=O)c2ccco2)c(=O)n(Cc2cccc(C(F)(F)F)c2)c1,-1,-2,-12,-53,-1,2,3,1
COc1ccc(S(=O)(=O)N2CCCCN3[C@H](C2)[C@@H](c2ccc(C#CC(C)C)cc2)[C@@H]3CO)cc1,0,-5[16.7 µM],-7,91*,·,0,11,-8
CCc1ccc(NC2=NCC(=O)N2Cc2ccc3c(c2)OCO3)cc1,0,50,·,-10,-2,·,·,-7
C[C@@H]1CN([C@@H](C)CO)C(=O)Cc2cc(NS(=O)(=O)c3cccs3)ccc2O[C@H]1CN(C)Cc1ccc(Oc2ccccc2)cc1,-1,-18[16.7 µM],3,50,·,-1,1,-17
COC(=O)c1ccc(NC(=O)C2C3C=CC(C3)C2C(=O)O)cc1 (centres undefined),1,2,-9,-13,-3,-5,3,-2
NC(COCc1ccccc1)c1csc(Nc2cc(NCCCO)ncn2)n1 (centres undefined),3,-1,11,-8,-11,-2,-9,-2

# Shown with values under each structure: entries from further up.
# Values run as follows: Cneo AK release, miR122 inh, LGR2 antag, PAX8 reporter, FN deposition inh, Casp6 inh, EWS-Fli inh, PGC1a acetyl inh
COC(=O)[C@H](CCSC)NC(=O)c1cc2c(cn1)[nH]c1ccccc12
 : 0, -20, 0, 5, -5, -1, 5, 5
Cc1cc(N2CCN(C3CCCCC3)CC2)nc2cccc(O)c12
 : -4, -6, ·, -14, -6, -1, -18, -14
CCS(=O)(=O)N1Cc2ccccc2CC1C(=O)Nc1cccc(S(=O)(=O)N(C)C)c1 (centres undefined)
 : -1, 5, -20, -25, -8, 2, -11, 5
O=C1C=CC2(O[C@H](c3ccccc3)[C@@H](c3ccccc3)O2)[C@H](Sc2ccccc2O)C1
 : ·, ·, 99*, 35, 45*, 7, 68*, ·
CSCCC(NC(=O)c1ccccc1Br)C(=O)NCCCn1nc(C)cc1C (centres undefined)
 : ·, -3, 11, 33, 3, 0, 4, 12
CNC[C@H]1Oc2ccc(NS(=O)(=O)c3ccccc3)cc2CC(=O)N([C@@H](C)CO)C[C@H]1C
 : -2, 42[16.7 µM], -11, -2, ·, -2, ·, 3
Cc1cc(NC(=O)c2ccco2)c(=O)n(Cc2cccc(C(F)(F)F)c2)c1
 : -1, -2, -12, -53, -1, 2, 3, 1
COc1ccc(S(=O)(=O)N2CCCCN3[C@H](C2)[C@@H](c2ccc(C#CC(C)C)cc2)[C@@H]3CO)cc1
 : 0, -5[16.7 µM], -7, 91*, ·, 0, 11, -8
CCc1ccc(NC2=NCC(=O)N2Cc2ccc3c(c2)OCO3)cc1
 : 0, 50, ·, -10, -2, ·, ·, -7

# Next section.
SMILES,Cneo AK release,miR122 inh,LGR2 antag,PAX8 reporter,FN deposition inh,Casp6 inh,EWS-Fli inh,PGC1a acetyl inh
Cc1c(N(C)C(=O)C2CCCN2S(=O)(=O)c2ccccc2)c(=O)n(-c2ccccc2)n1C (centres undefined),0,-5,4,·,·,3,-12,5
O=C(NCc1ccccc1)c1cc(=O)[nH]c2ccccc12,1,-2,·,-20,-2,·,·,-1
CN(CCCNC(=O)CSc1cc(=O)n(C)c2cc(Cl)ccc12)Cc1ccccc1,·,·,1,-3,-4,-4,-1,·
CCC(=O)N1[C@H](CO)[C@@H]2c3ccccc3N(S(=O)(=O)c3ccc(F)cc3)C[C@@H]21,-1,-12[16.7 µM],11,-14,-6,-3,5,2
CC1OC(CCc2cccc(Cl)c2)Cc2[nH]c(=S)[nH]c(=O)c21 (centres undefined),·,·,-22,-4,0,1,-2,·
Cc1ccc(-c2cnn(-c3ccccc3)c2N)cc1,-5,4,-33,-61,-6,-7,-11,0
OCCNc1nc(Nc2ccc(O)cc2)nc2ccccc12,0,-2,18,6,4,5,22,-1
COc1ccc(Cc2nc(-c3ccc(Cl)cc3)no2)cc1,0,3,·,-21,1,·,·,-6
COC(=O)CSc1nc(N)c(C#N)c(C(C)C)c1C#N,0,-5,·,-10,·,·,·,-3
Cc1ccc(S(=O)(=O)N(C)C[C@@H]2OCCCC[C@H](C)Oc3ccc(NC(=O)c4ccccc4)cc3C(=O)N([C@H](C)CO)C[C@H]2C)cc1,5,-6[16.7 µM],18,15,5,-1,1,-12
NC(=O)C1CC(=O)N(c2ccc(OCc3ccc(F)cc3)cc2)C1 (centres undefined),1,0,-37,-71,-4,-1,-83,-3
Cc1ccc(N2CC(C(=O)Nc3ccncc3)CC2=O)cc1 (centres undefined),0,-5,-18,·,·,·,·,4
COc1ccc(NC(=O)N(C)C[C@@H]2Oc3ccc(NS(=O)(=O)c4ccc(Cl)cc4)cc3CC(=O)N([C@H](C)CO)C[C@@H]2C)cc1,0,10[16.7 µM],13,-43,·,-1,-7,3
C[C@H](CO)N1C[C@H](C)[C@H](CN(C)Cc2ccc(Cl)c(Cl)c2)Oc2ccc(NC(=O)CCCCCC(=O)Nc3ccccc3N)cc2CC1=O,-1,14[16.7 µM],24,68*,·,-3,48,3
CN1C(=O)c2cc(NS(=O)(=O)c3cccc(F)c3)ccc2OC[C@@H]2O[C@@H](CC(=O)N3CCc4ccccc4C3)CC[C@H]21,0,7[16.7 µM],3,-2,0,·,3,-1
CC(=O)Nc1ccc(S(=O)(=O)CCC(=O)O)cc1,0,-2,3,·,·,10,3,6
O=C(N[C@H]1CC[C@@H](CC(=O)N2CCN(c3ccccc3)CC2)O[C@@H]1CO)c1ccccc1,49,5[16.7 µM],21,-32,·,-7,6,-2
O=C(NCCN1CCOCC1)c1cc(-c2ccc(Cl)c(Cl)c2)on1,0,0,-3,-14,4,-4,3,-4
Nc1ccc(-n2nnnc2CN2CCOCC2)cc1,3,-5,8,0,-3,·,·,·
CNC(=O)C[C@H]1CC[C@H]2[C@@H](COc3ccc(NC(=O)c4ccccc4OC)cc3C(=O)N2C)O1,-2,8[16.7 µM],-4,-8,-11,0,3,1
CC(=O)C1=C(O)C(=O)N(Cc2ccco2)C1c1cccc(F)c1 (centres undefined),2,-5,1,-5,-6,1,-1,?
CC(NNC(=S)N1CCN(c2ccccn2)CC1)c1nccc2ccccc12 (centres undefined),·,18,-7,72*,3,-3,26,18
COc1ccc2c(c1)cc(C(=O)N[C@@H](Cc1ccccc1)C(=O)N[C@@H](C)C(=O)O)n2C,-2,-8,11,-8,3,4,3,1
S=C(Nc1cccc(Cl)c1)Nc1ccc2cn[nH]c2c1,5,10,-31,-60,-7,·,-7,·
Cc1cccn2c(=O)nc(SCC(=O)c3ccccc3)nc12,-2,7,1,4,-6,-2,-41,·
COc1ccccc1-n1cn[nH]c1=S,-6,1,7,8,-2,-2,-13,-3
CC(Sc1nc(-c2ccccc2)cc(C(F)(F)F)n1)C(=O)Nc1sc2c(c1C(N)=O)CCC2 (centres undefined),·,-12,-4,-8,2,·,·,·
CN(C)c1ccc(C(=O)C(O)c2ccccc2Cl)cc1 (centres undefined),·,·,·,4,-1,0,5,·
C[C@@H]1CCCCO[C@H](CN(C)C(=O)C2CCCCC2)[C@H](C)CN([C@H](C)CO)C(=O)c2cc(NC(=O)c3ccccc3)ccc2O1,1,-2[16.7 µM],-6,·,·,0,-4,-2
COC(=O)c1nc(-c2ccccc2)nc(-c2ccccc2)c1C(=O)OC,1,-2,0,-2,-1,-1,4,7
CCCC#Cc1ccc2c(c1)O[C@H](CN(C)Cc1cncnc1)[C@@H](C)CN([C@@H](C)CO)S2(=O)=O,1,7[16.7 µM],-17,·,-4,-1,25,-25
Cc1ccc2c(c1)N(CC(=O)N1CCc3ccccc3C1)C(=O)CO2,-2,2,-7,·,0,·,·,-1
CCCCN1CCCCC1C(=O)Nc1c(C)cccc1C (centres undefined),0,2,5,1,-13,5,-2,-5
Nc1nc(N)c2[nH]c(=S)[nH]c2n1,0,5,-27,8,-1,-5,-9,1
C[C@H](CO)N1C[C@H](C)[C@H](CN(C)S(=O)(=O)c2ccc(F)cc2)Oc2ccc(NC(=O)Cc3cn(C)c4ccccc34)cc2C1=O,-2,-1[16.7 µM],18,·,·,1,4,-2
O=C(C[C@@H]1C=C[C@H](NC(=O)Cc2cccnc2)[C@@H](CO)O1)Nc1ccccc1,46,·,18,-2,·,1,0,1
Cc1cc(OC(C)C(=O)N(Cc2cccs2)C2CCS(=O)(=O)C2)ccc1Cl (centres undefined),-2,-6,3,12,6,1,-4,3
C[C@H](CO)N1C[C@H](C)[C@@H](CN(C)Cc2ccc(Oc3ccccc3)cc2)Oc2ccc(NS(=O)(=O)c3ccccc3)cc2CC1=O,5,-11[16.7 µM],18,20,·,1,19,-18
CC(NC(=O)CCn1nc(-c2ccc(Cl)cc2)ccc1=O)c1ccccc1 (centres undefined),1,-5,26,21,0,-3,-7,-2
Cc1cc(O)c(C(=O)Cc2csc(C)n2)c(O)c1,-1,-7,-67,-82,-7,1,-6,6
CCOc1ccc(NC(=S)NC(C)C(c2ccccc2)N2CCN(C)CC2)cc1 (centres undefined),·,·,20,-11,·,2,-5,-6
O=C(C[C@H]1CC[C@@H]2[C@H](COC[C@@H](O)CN2Cc2cccc(C(F)(F)F)c2)O1)NCc1ccc(Cl)cc1,110*,-11[16.7 µM],2,33,-8,6,5,-2
COc1ccc(C2=NC(=O)/C(=C\c3cc(OC)c(OC)c(OC)c3)O2)cc1,·,·,-8,-16,7,-3,·,·
C[C@@H]1CN([C@@H](C)CO)C(=O)c2cc(NC(=O)NC3CCCCC3)ccc2O[C@@H](C)CCCCO[C@@H]1CN(C)C(=O)NC1CCCCC1,-2,3[16.7 µM],-2,7,-2,-1,0,6
CCc1cccc(NC(=O)CCCn2nc(CC)n3c(cc4occc43)c2=O)c1,0,-4,1,6,-5,4,·,·

# Random draw from the library; 2.5% or so of the library scored in one or more.
